# Screens: PubChem BioAssay, Johns Hopkins Ion Channel Center
# ANO1 activ: mouse TMEM16A channel activation, primary screen. Q8BHY3. HEK293 TMEM16A/YFP-H148Q/I152L, iodide quench fluorescence; hits give low values. B-score at 10 µM. actives 0.3% (n = 340,000). AID 623877;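 active means fluorescence-ratio B-score plate-corrected deviation score at least 3 library SD below zero, with starting fluorescence score within 5 deviations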;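 further: channel opened by trigger with iodide after compound preincubation; score built on the fluorescence ratio of max minus min over baseline; more negative score means more quench and so TMEM16A activation or potentiation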
# KCNQ1 block: blocks the human KCNQ1 potassium channel; actives 1.3% (n = 310,000); CHO-K1 KCNQ1, FluxOR thallium flux fluorescence; hits give high values; B-score at 10 µM; P51787;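 active means compounds whose thallium flux B-score, printed positive for inhibition, exceeds three library SD while starting fluorescence stays within three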;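 further: channel opened by potassium depolarization with thallium stimulus after 20 min compound exposure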
# Target sequence (P51787 whole entry, looked up): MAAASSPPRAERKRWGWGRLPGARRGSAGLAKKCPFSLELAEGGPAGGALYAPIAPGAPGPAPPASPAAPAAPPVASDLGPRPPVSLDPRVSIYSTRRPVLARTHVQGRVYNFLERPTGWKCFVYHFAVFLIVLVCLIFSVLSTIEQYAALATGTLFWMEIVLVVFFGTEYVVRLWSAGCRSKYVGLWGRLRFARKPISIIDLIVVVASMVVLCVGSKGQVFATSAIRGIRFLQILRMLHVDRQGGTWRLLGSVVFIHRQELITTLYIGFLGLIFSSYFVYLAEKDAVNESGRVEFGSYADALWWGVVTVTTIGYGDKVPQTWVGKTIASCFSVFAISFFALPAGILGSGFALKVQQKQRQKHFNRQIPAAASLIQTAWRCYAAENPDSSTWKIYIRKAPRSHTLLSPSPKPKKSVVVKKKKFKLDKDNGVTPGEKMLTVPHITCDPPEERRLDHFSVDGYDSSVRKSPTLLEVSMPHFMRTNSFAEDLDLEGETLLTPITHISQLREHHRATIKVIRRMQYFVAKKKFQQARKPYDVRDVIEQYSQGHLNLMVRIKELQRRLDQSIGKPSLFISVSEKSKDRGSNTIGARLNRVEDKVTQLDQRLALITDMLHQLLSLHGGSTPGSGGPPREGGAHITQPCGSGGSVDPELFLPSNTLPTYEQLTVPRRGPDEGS
# MrgX1 allo act: allosterically activates human MrgX1 receptor signaling; Q96LB2; MrgX1-HEK293, Fluo-4 calcium flux, FDSS; hits give high values; B-score at 10 µM; actives 0.63% (n = 310,000); AID 588675;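 active means plate-corrected calcium response at least 3 library SD above typical, normal starting fluorescence, not activating the receptor alone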;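 further: compound read alongside a low EC10 to EC30 dose of BAM8-22 agonist; peak minus trough fluorescence over baseline measured at the second addition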
# Target sequence (Q96LB2 whole entry, looked up): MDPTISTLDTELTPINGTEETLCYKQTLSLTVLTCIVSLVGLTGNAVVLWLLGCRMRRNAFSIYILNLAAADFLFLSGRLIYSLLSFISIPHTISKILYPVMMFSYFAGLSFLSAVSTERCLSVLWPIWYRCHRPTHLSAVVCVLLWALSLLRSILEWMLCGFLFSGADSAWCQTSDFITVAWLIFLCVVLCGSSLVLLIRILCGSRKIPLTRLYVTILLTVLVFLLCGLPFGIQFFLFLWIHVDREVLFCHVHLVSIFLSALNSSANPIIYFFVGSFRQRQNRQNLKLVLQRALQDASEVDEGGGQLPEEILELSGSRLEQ
# KCNK9 block: human KCNK9 channel inhibition; Q9NPC2; HEK293 KCNK9, FluxOR thallium flux fluorescence; hits give low values; B-score at 10 µM; actives 1.2% (n = 310,000); AID 488922;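 active means ratio B-score over 3 SD below the library mean, with starting fluorescence within 5 SD of its mean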;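 further: negative B-score means less thallium flux so channel inhibition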
# MrgX1 ag: agonists of human MrgX1 receptor; Q96LB2; MrgX1-HEK293 cells, Fluo-4 calcium fluorescence, agonist mode; hits give high values; B-score at 10 µM; actives 0.44% (n = 310,000); AID 588627;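 active means calcium response B-score plate-corrected fluorescence ratio at least 3 library SD, with starting fluorescence B-score inside 5 SD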
#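 Assay system: MrgX1-expressing HEK293 cells / Amount: fifteen thousand cells per well / Doses: test compound in the initial addition of three / Timing: cells plated overnight, dye loaded 0.5 h 37 °C, 0.5 h room temperature / Technique: kinetic calcium dye fluorescence, Fluo-4 NW / Control set: positive and negative controls per plate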
# hERG protect: shields human hERG channel from block by proarrhythmic agents | actives 0.51% (n = 310,000) | CHO-hERG, FluxOR thallium flux, dofetilide IC70 present | Q12809 | activation (rescue from dofetilide block), less the hit threshold, % at 10 µM | AID 1511;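 active means activation above the mean of controls blocked by dofetilide plus 5 SD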;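 further: thallium influx through hERG after potassium depolarization seen as dye fluorescence rise; in these data hits start at about 4.7%; inactives centre near -7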
# RGS4 block: inhibitors of human RGS4; P49798; actives 0.45% (n = 310,000); B-score at 10 µM; HEK293 M3R/RGS4 inducible, Fluo-4 calcium flux; hits give high values; triggered by carbachol at its EC20; AID 463165;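 active means B-score, a plate-corrected calcium signal, over three deviations above library mean, with baseline fluorescence within five deviations of library mean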;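 further: RGS4 expression induced by doxycycline in cells with stable M3 receptor; B-score is computed from the integrated fluorescence ratio over baseline after carbachol; higher B-score means a larger calcium signal and so more RGS4 inhibition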
# KCNQ1 act: potentiators or activators of human KCNQ1 potassium channel. P51787. actives 0.35% (n = 310,000). AID 2648. B-score at 10 µM. CHO-K1 KCNQ1, thallium flux FluxOR fluorescence; hits give high values;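 active means fluorescence ratio B-score, a plate-corrected score, at least three library SD, with initial intensity B-score within 5 SD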
#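 Medium – assay buffer, equal DMSO in all wells · Material – CHO-K1 cell line with stable KCNQ1 potassium channel expression · Signal – kinetic FluxOR thallium fluorescence, 10-s 1-Hz baseline, 110-s post-stimulus read · Compound – single concentration per compound, DMSO matched to controls · Schedule – 37 °C overnight plating, 90-min dark dye load, 20-min compound pretreatment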
# ANO1 block: inhibitors of mouse TMEM16A calcium-activated chloride channel; actives 1.2% (n = 310,000); HEK293 TMEM16A/YFP iodide influx fluorescence, ionomycin; normalized B-score (activity score, 25-100; higher = stronger inhibition) at 10 µM;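 active means ratio plate-corrected score three or more library SD toward inhibition, starting fluorescence score within five deviations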;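 further: score derived from kinetic fluorescence span divided by baseline fluorescence per well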
# KCNK3 block: human KCNK3 channel inhibition, primary screen; O14649; CHO-KCNK3 thallium flux, FluxOR fluorescence; hits give low values; B-score at 10 µM; actives 0.84% (n = 340,000);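 active means B-score under library mean minus 4 SD, starting fluorescence ratio at most library mean plus 5 SD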;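 further: more negative B-score means stronger inhibition of thallium flux through KCNK3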
# RGS4 pot: potentiators or activators of RGS4 | HEK293 M3R/inducible RGS4, carbachol calcium flux Fluo4; hits give low values | B-score at 10 µM | actives 0.92% (n = 310,000) | AID 463111;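 active means B-score of the integrated calcium signal more than 4 SD below the library mean, with starting fluorescence not abnormally high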;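 further: negative B-score means reduced calcium response which marks RGS4 activation or potentiation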
#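 System: HEK293 FlpIn-TREx cells, stable M3R, doxycycline-inducible RGS4. Timing: overnight RGS4 induction, 30 min dye load 37 °C, 20 min compound RT. Also added: carbachol, ECmax concentration. Measured by: Fluo4 fluorescence kinetic imaging of calcium. Evaluation: integrated calcium ratio converted to B score.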
# Starred values were filed as active, the others as inactive; i = inactive; · = no result given.
# Values run as follows: ANO1 activ, KCNQ1 block, MrgX1 allo act, KCNK9 block, MrgX1 ag, hERG protect, RGS4 block, KCNQ1 act, ANO1 block, KCNK3 block, RGS4 pot
- C(=N\N1CCOCC1)/c1cccs1
 : i, i, i, i, i, -6, i, i, i, i, i
- COc1ccc(OC)c2sc(NNC(=O)COc3ccccc3)nc12
 : i, i, i, i, i, -13, i, i, i, i, i
- Cc1cc2oc(=O)cc(CSc3nnc(C)n3N)c2cc1C(C)C
 : i, i, i, i, i, -10, i, i, i, i, i
- CCOC(=O)Cc1csc(NC(=O)c2cccnc2)n1
 : i, i, i, i, i, -8, i, i, i, i, i
- Cc1cc(C)cc(N(C(=O)CNC(=O)c2ccco2)C(C(=O)NC2CCCC2)c2ccncc2)c1 (centres undefined)
 : i, i, i, i, i, -5, i, i, i, i, i
- O=C(COc1ccc(Cl)cc1)Nc1ccc2c(c1)OCO2
 : i, i, i, i, i, -7, i, i, i, i, i
- O=C(NCc1ccc(Cl)cc1)c1cc2c(s1)CS(=O)(=O)C2
 : i, i, i, i, i, -8, i, i, i, i, i
- O=C(Cc1csc(NC(=O)Nc2ccc(Cl)cc2)n1)NCc1ccccn1
 : i, i, i, i, i, -21, i, i, i, i, i
- CCOc1ccc(C(C(=O)NC(C)(C)C)N(CCOC)C(=O)CCC(=O)Nc2ccccn2)cc1 (centres undefined)
 : i, i, i, i, i, -9, i, i, i, i, i
- O=S(=O)(c1ccc(-c2csc(Nc3ccc(Br)cc3)n2)cc1)N1CCCC1
 : i, i, i, i, i, -10, i, i, i, i, i
- CSc1ccc(S(=O)(=O)N2CCC(C(=O)NCc3cccnc3)CC2)cc1
 : i, i, i, i, i, -9, i, i, i, i, i
- O=C(c1cc(COc2ccc(F)cc2Cl)on1)N1CCC(c2ccncc2)CC1
 : i, i, i, i, i, -12, i, i, 25*, i, i
- COc1ccccc1N1CCN(C(=O)C(CC(C)C)NC(=O)C2CCCCC2)CC1 (centres undefined)
 : i, i, i, i, i, -3, i, i, i, i, i
- COC(=O)Cc1ccc(NC(=S)N2CCN(c3ccccn3)CC2)cc1
 : i, i, i, i, i, -9, i, i, i, i, i
- Nc1nnc(/C=C/c2ccccc2)s1
 : i, i, i, i, i, -3, i, i, i, i, i
- O=C(CSc1nc(=O)n(CCCN2CCOCC2)c2c1CCCC2)Nc1ccc(Cl)cc1
 : i, i, i, i, i, -12, i, i, i, i, i
- O=C1CN(C(=O)COC(=O)C2CC(=O)N(Cc3ccco3)C2)c2ccccc2N1 (centres undefined)
 : i, i, i, i, i, -6, i, i, i, i, i
- c1ccc(-c2csc(N3CCOCC3)n2)cc1
 : i, i, i, i, i, -11, i, i, i, i, i
- O=C(CCC(F)(F)F)N1CCCC(CO)(CCc2ccccc2)C1 (centres undefined)
 : i, i, i, i, i, -11, i, i, i, i, i
- Clc1ccc(OCCN2CCCCC2)cc1Cl
 : i, i, i, i, i, -1, i, i, i, i, i
- CC(=O)Nc1cccc(OCCCNC(=O)C2CCC2)c1
 : i, i, i, i, i, -5, i, i, i, i, i
- CCCCN(Cc1cc2cc(OC)ccc2[nH]c1=O)S(=O)(=O)c1ccc(C)cc1
 : i, i, i, i, i, -11, i, i, 25*, i, i
- c1ccc(C(c2ccccc2)c2ccn[nH]2)cc1
 : i, i, i, i, i, -5, i, i, i, i, i
- COc1ccc(/C=C/C(=O)OCC(=O)NCc2ccco2)c(OC)c1
 : i, i, i, i, i, -18, i, i, i, i, i
- CCOC(=O)C1CCCN(S(=O)(=O)CCNC(=O)c2ccccc2)C1 (centres undefined)
 : i, i, i, i, i, -6, i, i, i, i, i
- COc1ccc2c(c1OC)C(=O)OC2N1C(=O)CC[C@H]1C(=O)Nc1ccc2c(c1)OCO2 (some centres undefined)
 : i, i, i, i, i, -10, i, i, i, i, i
- COc1ccccc1CCNC(=O)C(=O)NCC1OCCN1S(=O)(=O)c1ccc([N+](=O)[O-])cc1 (centres undefined)
 : i, i, i, i, i, -9, i, i, i, i, i
- CC(NS(=O)(=O)c1ccc2c(c1)c(=O)n(C)c(=O)n2C)C(=O)NC1CCCCC1 (centres undefined)
 : i, i, i, i, i, -8, i, i, i, i, i
- COCCn1c(COc2cccc(OC)c2)nnc1SCC(=O)NC1CCCCC1
 : i, i, i, i, i, -6, i, i, i, i, i
- Cc1ccccc1NC(=O)CC(C)S(=O)(=O)c1ccc2c(c1)NC(=O)CO2 (centres undefined)
 : i, i, i, i, i, -2, i, i, i, i, i
- NC(=O)c1ccccc1-c1nc(-c2ccccc2)no1
 : i, i, i, i, i, -14, i, i, i, i, i
- CCCc1ccc(OCc2ccccc2)c2c(=O)cc(C(=O)OCC)oc12
 : i, i, i, i, i, -4, i, i, i, i, i
- O=C(c1ccc(Cl)cc1)C1CCN(C(=O)c2ccc(F)cc2)CC1
 : i, i, i, i, i, -7, i, i, i, i, i
- O=C(CSc1nccn1Cc1ccc(F)cc1)NC1CCCC1
 : i, i, i, i, i, -8, i, i, i, i, i
- Cc1coc2c(C)c3oc(=O)c(CC(=O)N[C@@H](CC(C)C)C(=O)O)c(C)c3cc12
 : i, i, i, i, i, -5, i, i, i, i, i
- CCOC(=O)c1c(NC(=O)CCCC(=O)O)sc2c1CCC2
 : i, i, i, i, i, -1, i, i, i, i, i
- COc1cccc(NC(=O)c2nn(C)c3c2CS(=O)(=O)c2ccccc2-3)c1
 : i, i, i, i, i, -7, i, i, i, i, i
- CCOC(=O)[C@H]1[C@H]2COc3ccc(OC)cc3[C@@H]2N2C(=O)c3cc(OC)ccc3NC(=O)[C@@]12C
 : i, ·, i, ·, i, ·, ·, ·, i, i, ·
- COc1ccc(N(C(=O)c2cccnc2)S(=O)(=O)c2ccc3c(c2)n(C)c(=O)n3C)cc1
 : i, i, i, i, i, -11, i, i, i, i, i
- C#CCCCCCCCCC(=O)NCCCC
 : i, i, i, i, i, -2, i, i, i, i, i
- CC(=O)c1ccc(N2CCN(CC(=O)N(CC(C)C)c3c(N)n(CC(C)C)c(=O)[nH]c3=O)CC2)cc1
 : i, i, i, i, i, -15, i, i, i, i, i
- COc1ccc(-c2cc(C(F)(F)F)n3nc(C(=O)N4CCN5CCCC5C4)cc3n2)cc1OC (centres undefined)
 : i, i, i, i, i, -7, i, i, i, i, i
- Cc1ccccc1NC(=O)NC1(C(=O)N2CCOCC2)CCCCC1
 : i, i, i, i, i, -6, i, i, i, i, i
- Cc1[nH]c2ccccc2c1/C=N/NC(=S)NC(C)C
 : i, i, i, i, i, -6, i, i, i, i, i
- CCCC1=C(C(=O)OCC)C(c2ccc(F)cc2)n2ncnc2N1 (centres undefined)
 : i, i, i, i, i, -8, i, i, i, i, i
- O=C(c1ccc2ncsc2c1)N1CCN(c2ccccc2Cl)CC1
 : i, i, i, i, i, -9, i, i, i, i, i
- CN(C)c1ccc(N=Nc2ccccc2C(=O)OCC(=O)N(C)c2ccccc2)cc1
 : i, 8*, i, i, i, -7, i, i, i, i, i
- Cc1cc(C)c2[nH]c(=O)c(CN(CC3CCCO3)S(=O)(=O)c3ccc4c(c3)OCCO4)cc2c1 (centres undefined)
 : i, i, i, i, i, -12, i, i, i, i, i
- Cc1ccc(S(=O)(=O)N2CCOCC2)cc1NC(=O)COC(=O)c1cc(=O)[nH]c2ccccc12
 : i, i, 9.8*, i, i, -21, i, i, i, i, i
- N#CC(C(=O)Nc1ccccc1)=C1CCCCC1
 : i, i, i, i, i, -8, i, i, i, i, i

# (cont.)
# Values run as follows: ANO1 activ, KCNQ1 block, MrgX1 allo act, KCNK9 block, MrgX1 ag, hERG protect, RGS4 block, KCNQ1 act, ANO1 block, KCNK3 block, RGS4 pot
- CSc1sc(C(=O)NN)c2c1C(O)CCC2 (centres undefined)
 : i, i, i, i, i, -7, i, i, i, i, i
- Cc1ccc(Cl)cc1NC(=O)CN1CCN(C(=O)C2CCCO2)CC1 (centres undefined)
 : i, i, i, i, i, -3, i, i, i, i, i
- O=C(NCCCn1ccnc1)C1CC(c2cccc(Br)c2)=NO1 (centres undefined)
 : i, i, i, i, i, -8, i, i, i, i, i
- COc1ccc(N=C2SC(C(=O)Nc3ccc(OC)cc3)CC(=O)N2CCN2CCOCC2)cc1 (centres undefined)
 : i, i, i, i, i, -14, i, i, i, i, i
- CC(C)c1nc(NCCO)c2nnn(Cc3ccccc3)c2n1
 : i, i, i, i, i, 2, i, i, i, i, i
- Cc1ccc(NC(=O)Cn2nnc(C(=O)NCc3ccco3)c2N)cc1
 : i, i, i, i, i, -10, i, i, i, i, i
- CC1(C)Cc2ccccc2-c2nnc(SCc3ccccc3)n21
 : i, i, i, i, i, 1, i, i, i, i, i
- O=C(c1ccc2ccccc2c1)N1CCN(S(=O)(=O)/C=C/c2ccccc2)CC1
 : i, i, i, i, i, -10, i, i, i, -9.1*, i
- c1ccc(Nc2nc(-c3cccs3)cs2)nc1
 : i, i, i, i, i, -4, i, i, i, i, i
- CC1CCN(C(=O)CSc2nnc3c(n2)[nH]c2ccc(F)cc23)CC1
 : i, i, i, i, i, -9, i, i, i, i, i
- COC(=O)/C=c1/s/c(=C(/C#N)C(=O)NCc2ccccc2)n(-c2ccccc2)c1=O
 : i, i, i, i, i, -11, i, i, i, i, i
- CN(C)c1cccc(C(=O)NNC(=O)NC2CCCCC2)c1
 : i, i, i, i, i, -6, i, i, i, i, i
- O=C(CSc1nc2ccccc2o1)N1CCOCC1
 : i, i, i, i, i, -8, i, i, i, i, i
- CCC(C)NCC(=O)Nc1cc(S(=O)(=O)N(CC)c2ccccc2)ccc1Cl (centres undefined)
 : i, i, i, i, i, -8, i, i, i, i, i
- O=C(CN1C(=O)CSc2ccc(S(=O)(=O)N3CCOCC3)cc21)NCCCN1CCOCC1
 : i, i, i, i, i, -10, i, i, i, i, i
- Cc1ccc(C)c(N2CCN(S(=O)(=O)c3cccc4cccnc34)CC2)c1
 : i, i, i, i, i, -10, i, i, i, -9.9*, i

# The order is random, and some 6.3% of all compounds hit somewhere here.
